# Screens deposited in PubChem BioAssay by several laboratories.
# MEP2-GFP yeast: yeast TOR pathway MEP2-GFP modulation | S. cerevisiae MEP2-GFP strain, flow cytometry GFP, 3 h; 100% = DMSO control level | GFP response vs DMSO, % at 10 µM | 0.51% of 330,000 active;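 active = GFP response versus DMSO above a set limit, roughly screen mean plus 3 SD, cut at about 180% in these data; inconclusive = fewer than 70 cells counted for a yeast strain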;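 note: median GFP fluorescence of the barcode-gated MEP2-GFP cells per well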
# RPL19A-GFP yeast: yeast TOR pathway RPL19A-GFP modulation; 0.3% of 330,000 active; percent response vs DMSO, % at 10 µM; S. cerevisiae RPL19A-GFP strain, flow cytometry, 3 h; hits give low values;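 active = percent response vs DMSO below 50%; inconclusive = fewer than 70 events counted for the yeast strain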;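 note: median channel GFP fluorescence of the barcoded RPL19A-GFP strain; ratio of sample median GFP to plate DMSO average so 100% = DMSO; lower means less RPL19A-GFP as with rapamycin TOR inhibition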
# CR mimetic SO: lowers age-related superoxide in aged yeast cells; S. cerevisiae aged cells, superoxide DHE fluorescence; hits give low values; superoxide response (% of plate mean), % at 10 µM; 0.18% of 330,000 active; AID 2690;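 active = superoxide response under a set limit, about three screen SD below normal, cut at about 65% in these data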;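 note: yeast aged for seven days with compound at 30 °C before DHE staining; 100% = average MFI of all compound-treated wells on the plate with controls excluded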
# AHR act: human AHR activation | P35869 | AHR-responsive luciferase reporter cells, luminescence | activation, % at 5 µM | 2.5% of 320,000 active; in the data active = activation above about 47%;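 note: 0% = vehicle wells and 100% = reference agonist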
# Target sequence (P35869 whole entry, looked up): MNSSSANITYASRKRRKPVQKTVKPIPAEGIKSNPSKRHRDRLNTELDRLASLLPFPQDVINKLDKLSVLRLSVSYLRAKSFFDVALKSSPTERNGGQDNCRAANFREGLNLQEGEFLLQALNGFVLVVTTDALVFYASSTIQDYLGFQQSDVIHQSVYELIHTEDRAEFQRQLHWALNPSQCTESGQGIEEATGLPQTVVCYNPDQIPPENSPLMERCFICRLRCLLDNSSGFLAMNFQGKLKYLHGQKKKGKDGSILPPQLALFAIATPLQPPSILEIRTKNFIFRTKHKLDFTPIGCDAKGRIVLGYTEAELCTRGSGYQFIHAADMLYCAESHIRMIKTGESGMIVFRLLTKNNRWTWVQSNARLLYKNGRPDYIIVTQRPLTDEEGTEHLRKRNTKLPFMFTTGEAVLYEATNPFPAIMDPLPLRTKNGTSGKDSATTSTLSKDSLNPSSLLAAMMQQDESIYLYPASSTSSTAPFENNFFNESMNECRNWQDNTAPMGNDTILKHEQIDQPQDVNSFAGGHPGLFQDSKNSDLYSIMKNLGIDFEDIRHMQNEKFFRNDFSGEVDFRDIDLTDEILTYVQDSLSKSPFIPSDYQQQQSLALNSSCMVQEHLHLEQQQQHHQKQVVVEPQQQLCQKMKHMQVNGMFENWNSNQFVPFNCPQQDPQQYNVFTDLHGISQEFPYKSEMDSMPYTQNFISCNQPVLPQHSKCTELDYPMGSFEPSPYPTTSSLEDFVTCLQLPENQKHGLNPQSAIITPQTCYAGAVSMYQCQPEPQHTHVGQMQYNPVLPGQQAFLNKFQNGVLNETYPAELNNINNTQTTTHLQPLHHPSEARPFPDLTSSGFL
# AGP1 TOR yeast: modulators of TOR pathway AGP1-GFP in S. cerevisiae; S. cerevisiae AGP1-GFP multiplex flow cytometry, 3 h; GFP as percent of DMSO wells; GFP response vs DMSO, % at 10 µM; 0.02% of 320,000 active; AID 2066;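 active = GFP response relative to DMSO above a set limit, near screen average plus 3 SD, cut at about 150% in these data; inconclusive = fewer than 70 cells counted for the yeast strain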;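 note: median GFP channel fluorescence of the gated AGP1 strain per well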
# LAP4 TOR yeast: alters LAP4-GFP fluorescence in TOR pathway yeast screen; S. cerevisiae LAP4-GFP multiplex, flow cytometry GFP, 3 h; median GFP as percent of DMSO wells; GFP response vs DMSO, % at 10 µM; 0.34% of 320,000 active;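 active = GFP response vs DMSO above a set limit, about the screen mean plus 3 SD, cut at about 150% in these data; inconclusive = under 70 cell events counted for the yeast strain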
# CIT2 TOR yeast: yeast TOR pathway CIT2-GFP modulation; S. cerevisiae CIT2-GFP strain, flow cytometry, 3 h; 100 means same as DMSO wells; GFP response vs DMSO, % at 10 µM; 0.065% of 320,000 active; AID 2029;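 active = GFP response relative to DMSO above a set limit, near the screen mean plus 3 SD, cut at about 150% in these data; inconclusive = Fewer than 70 cells measured for a yeast strain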;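 note: ratio of well median GFP fluorescence to mean of DMSO wells on the plate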
# Efflux pump mplx: antifungal efflux pump inhibition, Nile Red retention. S. cerevisiae Candida pump triplex. inhibition, % at 10 µM. 0.44% of 330,000 active;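 active = plate passing quality check with inhibition over a set limit, or well fluorescence over plate mean plus 4 SD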;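 note: Nile Red retained in pooled yeast measured as flow cytometry median fluorescence; 0% = buffer negative control and 100% = Enniatin B positive control; higher means more Nile Red kept so more efflux inhibition; some compounds called inactive have numbers as strong as hits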
# Starred values were filed as active, the others as inactive; ? = inconclusive; / = no result given; [ ] = remark or other dose.
# Sample of the layout (14 entries):
no.	Structure	MEP2-GFP yeast	RPL19A-GFP yeast	CR mimetic SO	AHR act	AGP1 TOR yeast	LAP4 TOR yeast	CIT2 TOR yeast	Efflux pump mplx
1	N#C/C(=C\c1ccc(OCc2ccc(F)cc2)cc1)C(=O)Nc1cccc(C(=O)O)c1	103	98	79	20	95	93	89	0.0
2	Cc1ccc2cc(C)c(SCC(=O)Nc3ccc(S(=O)(=O)N4CCCC4)cc3)nc2c1	113	97	101	2	99	117	90	0.2
3	COc1ccc(CN2CCCC(CNC(=O)c3ccc(F)cc3)C2)cc1OC (stereo not drawn)	103	99	79	1	100	99	100	-0.1
4	Cc1ccc(CNC(=O)COC(=O)c2nc(-c3ccccc3)oc2C)cc1	101	95	113	2	92	103	97	0.1
5	COc1ccc(Cl)cc1NC(=O)c1cccnc1	91	88	95	88*	88	90	85	0.1
6	COc1ccc(NC(=O)CC(NCc2ccccn2)C(=O)O)cc1 (stereo not drawn)	100	105	107	-1	99	94	100	0.0
7	CCCCN(C(=O)COC(=O)c1nc2nccc(C)n2n1)C1CCS(=O)(=O)C1 (stereo not drawn)	91	91	115	-1	90	92	96	0.0
8	Cn1nc([N+](=O)[O-])nc1Oc1ccccc1C(=O)N1CCOCC1	104	104	111	-1	110	102	100	0.0
9	COc1ccc(C(=O)CN2C(=O)NC3(CCc4ccccc43)C2=O)cc1 (stereo not drawn)	102[may fluoresce green]	101[may fluoresce green]	103	-1	106[may fluoresce green]	98[may fluoresce green]	109[may fluoresce green]	1.6
10	NCCCCCc1cn(CC(=O)NCCCCCCCCCCC(=O)N2CCNCC2)nn1	101	105	90	1	106	97	99	-0.1
11	CCCC1Cc2c(sc3ncnc(N)c23)CO1 (stereo not drawn)	90	82	106	30	85	91	80	-0.1
12	O=C1c2cccc3cccc(c23)C(=O)N1/N=C/c1ccc(O)cc1O	99	102	101	43	94	89	97	0.2
13	O=S(=O)(NC1=NCCC1)c1ccc(F)cc1	108	99	99	0	107	102	101	-0.1
14	CCN1CCN(C(=O)Nc2ccc(OC)cc2OC)CC1	103	103	88	2	98	93	104	0.0

# The list itself, from the start:
no.	Structure	MEP2-GFP yeast	RPL19A-GFP yeast	CR mimetic SO	AHR act	AGP1 TOR yeast	LAP4 TOR yeast	CIT2 TOR yeast	Efflux pump mplx
1	N#C/C(=C\c1ccc(OCc2ccc(F)cc2)cc1)C(=O)Nc1cccc(C(=O)O)c1	103	98	79	20	95	93	89	0.0
2	Cc1ccc2cc(C)c(SCC(=O)Nc3ccc(S(=O)(=O)N4CCCC4)cc3)nc2c1	113	97	101	2	99	117	90	0.2
3	COc1ccc(CN2CCCC(CNC(=O)c3ccc(F)cc3)C2)cc1OC (stereo not drawn)	103	99	79	1	100	99	100	-0.1
4	Cc1ccc(CNC(=O)COC(=O)c2nc(-c3ccccc3)oc2C)cc1	101	95	113	2	92	103	97	0.1
5	COc1ccc(Cl)cc1NC(=O)c1cccnc1	91	88	95	88*	88	90	85	0.1
6	COc1ccc(NC(=O)CC(NCc2ccccn2)C(=O)O)cc1 (stereo not drawn)	100	105	107	-1	99	94	100	0.0
7	CCCCN(C(=O)COC(=O)c1nc2nccc(C)n2n1)C1CCS(=O)(=O)C1 (stereo not drawn)	91	91	115	-1	90	92	96	0.0
8	Cn1nc([N+](=O)[O-])nc1Oc1ccccc1C(=O)N1CCOCC1	104	104	111	-1	110	102	100	0.0
9	COc1ccc(C(=O)CN2C(=O)NC3(CCc4ccccc43)C2=O)cc1 (stereo not drawn)	102[may fluoresce green]	101[may fluoresce green]	103	-1	106[may fluoresce green]	98[may fluoresce green]	109[may fluoresce green]	1.6
10	NCCCCCc1cn(CC(=O)NCCCCCCCCCCC(=O)N2CCNCC2)nn1	101	105	90	1	106	97	99	-0.1
11	CCCC1Cc2c(sc3ncnc(N)c23)CO1 (stereo not drawn)	90	82	106	30	85	91	80	-0.1
12	O=C1c2cccc3cccc(c23)C(=O)N1/N=C/c1ccc(O)cc1O	99	102	101	43	94	89	97	0.2
13	O=S(=O)(NC1=NCCC1)c1ccc(F)cc1	108	99	99	0	107	102	101	-0.1
14	CCN1CCN(C(=O)Nc2ccc(OC)cc2OC)CC1	103	103	88	2	98	93	104	0.0
15	Cc1ccc(S(=O)(=O)CCC(=O)Nc2nnc(CC(C)C)s2)cc1	85	95	99	1	109	91	93	0.1
16	O=C(CCS(=O)(=O)c1ccc(Br)cc1)NCCc1ccccc1	108	102	90	1	95	96	100	0.1
17	NS(=O)(=O)c1ccc(NC(=S)Nc2ccc(F)c(F)c2)cc1	97	102	101	0	98	90	96	-7.1
18	CCOC(=O)C1=C(N)n2c(s/c(=C\c3cccs3)c2=O)=C(C(=O)OCC)C1c1cccs1 (stereo not drawn)	101	102	100	20	105	97	95	0.0
19	CCN(CC(=O)Nc1ccc(C)c(S(=O)(=O)N(C)C)c1)Cc1ccccc1	88	92	101	6	97	88	93	0.0
20	CC(C)(C)c1ccc(Cn2nnc3c(=O)[nH]c(C4CCCN(C(=O)c5ccco5)C4)nc32)cc1 (stereo not drawn)	100	103	101	2	102	93	108	0.2
21	C/C(Cl)=C\Cn1c(N2CCCC2)nc2c1c(=O)n(C)c(=O)n2C	105	102	98	5	100	94	102	-0.1
22	Cc1cc2cc(C)c3nnc(SCC(=O)Nc4ccc(S(=O)(=O)N5CCCCC5)cc4)n3c2cc1C	101	101	100	-1	98	102	100	-0.1
23	O=C1CN(c2nnnn2-c2ccccc2)CCN1	?	?	92	-1	?	?	?	0.0
24	COc1cc(CNC(C)c2ccccc2)cc(Br)c1OCc1ccccc1 (stereo not drawn)	108	102	107	4	105	101	103	-0.1
25	CN(C)CC(O)CN1C(=O)N(CN2C(=O)N(CC(O)CN(C)C)C(=O)C2(C)C)C(C)(C)C1=O (stereo not drawn)	101	103	103	-2	103	108	97	-0.1
26	O=C(NCC1CCCO1)C1CCN(CC2CCCCC2)CC1 (stereo not drawn)	100	101	105	0	106	98	105	-0.1
27	COc1ccc(C)cc1S(=O)(=O)N(CC(=O)Nc1cc([N+](=O)[O-])ccc1C)c1ccc(C)c(C)c1	129	105	98	9	112	113	99	-1.2
28	CCCSC1=C(C#N)C2(CCCCC2)C(C#N)=C(N)N1	92	96	90	10	95	96	97	0.0
29	COc1ccc(CC(=O)NCC(=O)N/N=C/c2sccc2C)cc1	99	102	96	10	101	94	99	0.1
30	COCCNC(=O)c1cccc(NS(=O)(=O)c2cccc3cccnc23)c1	104	107	107	6	104	108	102	-0.1
31	N#Cc1cnn(-c2ccc(F)cc2)c1N	95	98	110	3	100	102	96	0.1
32	CCC1(CC)Cc2ccccc2-c2nc(NCCO)[nH]c(=O)c21	108	106	93	-3	112	103	110	-0.1
33	Cc1cc(Nc2ccc(Cl)cc2)nc(N2CCOCC2)n1	98	98	93	69*	101	108	93	0.0
34	O=C(c1cccc(S(=O)(=O)NCc2ccccc2)c1)N1CCCC1	91	98	88	1	98	103	95	0.0
35	Cc1nc2ccccc2c2oc(C(=O)NCCCN3CC(C)CC(C)C3)cc12 (stereo not drawn)	95	99	103	4	100	96	98	0.0
36	CCN1CCN(C(=O)N(c2ccccc2)c2ccccc2)CC1	101	104	73	1	102	95	105	-0.1
37	CN1[C@@H](CC(=O)c2ccccc2)CCC[C@H]1C[C@H](O)c1ccccc1	98	101	100	0	93	102	97	0.8
38	CC(=O)Nc1cccc(-c2nc3ccccc3s2)c1	93	85	101	124*	103	128	84	-0.3
39	O=C(CNS(=O)(=O)c1ccc2ccccc2c1)OCc1nnc(-c2ccccc2)o1	114	109	115	1	101	105	113	0.2
40	Nc1ccc(C(=O)N2CCN(S(=O)(=O)c3ccc(Cl)cc3)CC2)cc1[N+](=O)[O-]	93	95	94	1	95	99	85	-0.1
41	O=C(COc1ncnc2cc([N+](=O)[O-])ccc12)N(CCc1ccccc1)Cc1ccccc1	99	98	94	-2	95	93	96	0.0
42	O=[N+]([O-])c1ccc(Cc2cncc(O)c2)cc1	106	108	96	/	102	95	104	-0.1
43	CC(=O)Nc1ccc(NC2CCCCC2NS(=O)(=O)c2ccccc2)cc1 (stereo not drawn)	99	100	94	0	102	106	98	-0.1
44	COc1cc(NC(=O)Cn2cnc(S(=O)(=O)N3CCCCC3)c2)cc(OC)c1OC	98	92	96	0	92	92	99	-0.1
45	COCCNC(=S)NC(=O)CC12CC3CC(CC(C3)C1)C2	101	104	108	0	103	99	106	0.1
46	O=C(COC(=O)c1cccc(Br)c1)Nc1ccc2[nH]c(=O)[nH]c2c1	99	100	105	1	104	106	97	0.1
47	Cc1ccc(CNC(=O)c2ccccc2N(C)S(C)(=O)=O)cc1	95	97	100	3	101	103	94	-0.1
48	CC(=O)c1ccc(N2CCN(C(=O)Nc3ccc(C)cc3)CC2)cc1	92	99	82	3	101	105	97	0.0
49	Cn1c(=O)c(C(=O)CN2CCOCC2)c(N)n(Cc2ccccc2)c1=O	98	114	103	1	112	104	116	0.0
50	Clc1cccc(Cl)c1CO/N=C/c1cccs1	98	95	98	-2	100	99	87	0.0
51	Cc1sc(-c2ccncc2)nc1OC(=O)c1ccc(F)cc1F	101	98	102	-1	96	105	96	0.0
52	COc1cccc(/C=C2\SC(=O)N(CC(=O)NC3CCS(=O)(=O)C3)C2=O)c1 (stereo not drawn)	103	101	106	-1	105	96	107	-0.1
53	CCC(C)N(C(=O)COC(=O)c1ccc(=O)n(Cc2ccccc2)n1)C1CCS(=O)(=O)C1 (stereo not drawn)	94	87	103	1	88	91	86	0.1
54	COC(=O)c1ccc(C(NC(=O)OCc2ccccc2)/C(F)=C/[C@@H](C)C(=O)NCc2ccc(OC)c(OC)c2)cc1 (stereo partly drawn)	104	109	112	2	112	100	105	-0.2
55	COc1ccc(CCNCCN2CCOCC2)cc1	111	109	117	-4	135	99	103	0.0
56	N/C(=N\OC(=O)CSc1ccccc1)c1ccccn1	85	104	97	-6	89	78	93	0.3
57	C=C(C)Cn1c(SCCCO)nc2c1c(=O)[nH]c(=O)n2C	87	98	92	2	105	97	107	-0.1
58	Cn1c(CN2CCN(C(=O)c3ccccc3Cl)CC2)nc2cc([N+](=O)[O-])ccc21	100	102	114	0	99	89	103	0.0
59	O=C(N/N=C/c1cccnc1)c1cccc(Br)c1	108	105	93	/	98	102	101	0.2
60	CCOC(=O)CCC(NC(=O)CCCCC(=O)NC(CCC(=O)OCC)C(=O)OCC)C(=O)OCC (stereo not drawn)	102	99	81	12	97	90	97	0.1

# (continued)
no.	Structure	MEP2-GFP yeast	RPL19A-GFP yeast	CR mimetic SO	AHR act	AGP1 TOR yeast	LAP4 TOR yeast	CIT2 TOR yeast	Efflux pump mplx
61	S=C(NCc1ccccn1)Nc1ccc(Br)cc1Cl	104	102	100	7	108	100	110	-0.1
62	c1ccc(CNc2ncnc3sc4c(c23)CCC4)nc1	109	95	150	44	98	102	89	0.2
63	Cc1ccc(C(=O)O)cc1N=Cc1cc(Br)cc(Br)c1O	90	80	77	3	79	180*	62	0.1
64	CCCCNC(=O)Cc1ccc(Br)cc1	106	116	83	6	96	108	99	0.2

# Of the compounds above, these contain a furan ring, fused or not:
no.	Structure	MEP2-GFP yeast	RPL19A-GFP yeast	CR mimetic SO	AHR act	AGP1 TOR yeast	LAP4 TOR yeast	CIT2 TOR yeast	Efflux pump mplx
20	CC(C)(C)c1ccc(Cn2nnc3c(=O)[nH]c(C4CCCN(C(=O)c5ccco5)C4)nc32)cc1 (stereo not drawn)	100	103	101	2	102	93	108	0.2
35	Cc1nc2ccccc2c2oc(C(=O)NCCCN3CC(C)CC(C)C3)cc12 (stereo not drawn)	95	99	103	4	100	96	98	0.0

# Rows are unselected; about 3.9% have a hit in one of these screens.
